PMI act hi M6P = PMI (human) activation, high substrate | P34949 | coupled PMI enzyme assay, resazurin fluorescence, 20 min; active compounds read high; 1 = untreated enzyme, 0 = substrate-free blank | activation factor at 20 µM | 190,000 tested, 0.34% active;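 active = activation factor of 2 or more at 20 µM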
Target sequence (P34949 whole entry, looked up): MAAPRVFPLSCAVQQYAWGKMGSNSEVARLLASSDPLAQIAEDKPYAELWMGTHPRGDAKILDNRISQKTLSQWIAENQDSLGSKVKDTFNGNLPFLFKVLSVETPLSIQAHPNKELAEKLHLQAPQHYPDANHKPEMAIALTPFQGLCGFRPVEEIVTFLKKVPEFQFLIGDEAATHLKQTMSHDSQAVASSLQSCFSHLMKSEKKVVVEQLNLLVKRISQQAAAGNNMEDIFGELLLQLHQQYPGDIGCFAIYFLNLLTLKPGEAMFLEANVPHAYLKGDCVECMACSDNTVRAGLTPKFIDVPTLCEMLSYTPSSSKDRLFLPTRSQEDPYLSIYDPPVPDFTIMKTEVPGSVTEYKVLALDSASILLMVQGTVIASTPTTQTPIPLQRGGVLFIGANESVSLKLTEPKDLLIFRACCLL
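Technique: Diaphorase-driven resazurin-to-resorufin fluorescence, excitation 544, emission 590 nm | Assay system: Human PMI in coupled enzyme assay | Times: Enzyme reaction with compound 20 min at room temperature | Medium: HEPES-buffered pH 7.4 with magnesium and detergent | Reagent: Mannose-6-phosphate 1.0 mM (near-saturating) plus 0.22 mM NADP+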
G6PDH counter = L. mesenteroides G6PDH inhibition counter-screen | Purified L. mesenteroides G6PDH, diaphorase/resazurin coupled fluorescence, 45 min | inhibition, % at 5 µM | 200,000 tested, 0.12% active | AID 1020; in the data active = inhibition above about 50%
Diaph inh CS = counter-screen for diaphorase-based assays: diaphorase inhibitors and chemical oxidizers. diaphorase resazurin-to-resorufin fluorescence, NADH, 16 min; bacterial (C. kluyveri) enzyme, not human. inhibition, % at 20 µM. 190,000 tested, 0.69% active;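 active = primary screen inhibition at 20 µM above a set limit, cut at about 50% in these data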;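 note: plate controls were DMSO with full reaction for no effect and wells lacking NADH for full effect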
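controls = No-NADH positive control and DMSO neutral control | system = Clostridium kluyveri diaphorase enzyme | timing = reaction incubation of 16 min at room temperature | signal = resorufin fluorescence 544/590 nm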
PPARg SRC-2 ag = agonists of SRC-2 recruitment by human PPARgamma | 200,000 tested, 0.34% active | activation, % at 8 µM | AID 1032 | PPARgamma LBD-SRC-2 recruitment, biochemical | P37231; in the data active = activation above about 22%;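 note: 0% = vehicle and 100% = reference agonist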
Target sequence (P37231 whole entry, looked up, the tested form may be a part): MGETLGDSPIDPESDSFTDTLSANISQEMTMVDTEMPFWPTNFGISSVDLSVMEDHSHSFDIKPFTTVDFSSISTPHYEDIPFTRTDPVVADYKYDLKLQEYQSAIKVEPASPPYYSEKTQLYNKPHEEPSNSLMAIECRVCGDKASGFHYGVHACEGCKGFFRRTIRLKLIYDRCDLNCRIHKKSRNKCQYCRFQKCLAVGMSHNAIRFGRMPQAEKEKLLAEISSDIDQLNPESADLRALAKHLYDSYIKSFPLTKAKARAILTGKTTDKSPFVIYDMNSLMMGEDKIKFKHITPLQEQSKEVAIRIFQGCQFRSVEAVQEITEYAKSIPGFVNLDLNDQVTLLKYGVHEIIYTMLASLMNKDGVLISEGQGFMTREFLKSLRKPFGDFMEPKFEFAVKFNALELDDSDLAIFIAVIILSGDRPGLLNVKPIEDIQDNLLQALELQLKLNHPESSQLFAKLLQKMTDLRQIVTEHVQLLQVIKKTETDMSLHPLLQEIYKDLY
Diaphorase act = activates diaphorase or chemically reduces, flagging diaphorase assay artifacts. Diaphorase/resazurin coupled assay, resorufin fluorescence, 16 min; active compounds read high; 1 = vehicle wells, 0 = NADH-free wells. activation factor at 20 µM. 190,000 tested, 0.005% active. AID 1229;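 active = diaphorase activity raised at least twofold by the compound at 20 µM; inactive = activation factor below 2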
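Measured by – red resorufin fluorescence at 544/590 nm excitation/emission · Test system – Clostridium kluyveri diaphorase, purified enzyme · Incubation – reaction time 16 min, room temperature · Buffer or medium – 50 mM HEPES pH 7.4 with 4.542 mM MgCl2, 0.005% Tween 20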
ROMK mod = modulators of human ROMK potassium channel; P48048; Tet-inducible ROMK, thallium flux fluorescence; actives lie on both sides; B-score at 10 µM; 130,000 tested, 2% active; AID 1918;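 active = signal ratio slope over the read window, or its plate-corrected B-score, at least 3 SD from the plate mean, either direction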;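 note: B-score of the F/F0 ratio slope over 7 to 12 s after thallium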
PPARg SRC3 recr = PPARgamma-driven SRC-3 recruitment agonism | biochemical PPARgamma/SRC-3 coactivator recruitment assay | 200,000 tested, 0.26% active | activation, % at 8 µM | AID 731 | P37231; in the data active = activation above about 23%;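 note: 0% = DMSO and 100% = reference agonist; some compounds past the cut are filed as inactive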
TR-FRET SRC-2 ct = TR-FRET artefact, counter-screen to PPARgamma/SRC-2 agonist assay; active compounds read high; TR-FRET ratio at 8 µM; 200,000 tested, 0.4% active; AID 1049; in the data active = TR-FRET ratio above about 2000; note: inactives centre near 1500
S1P3 antag = S1P3 (human) receptor antagonism; CHO S1P3 NFAT-BLA reporter, FRET fluorescence, antagonist mode; inhibition, % at 4.98 µM; 170,000 tested, 0.27% active; AID 485;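 active = inhibition above the plate cutoff, the mean inhibition of test wells on that plate plus 3 SD, cut at about 28% in these data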;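 note: cells challenged with S1P at its EC80 of 0.8 µM; blue over green emission ratio from cleaved BLA substrate after 4 h stimulation; 0% = S1P-stimulated wells and 100% = unstimulated DMSO-only wells; some compounds past the cut are filed as inactive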
PPARg SRC1 recr = agonists of human PPARgamma SRC-1 coactivator recruitment. activation, % at 8 µM. AID 631. 200,000 tested, 0.41% active. PPARgamma-SRC-1 coactivator recruitment biochemical assay. P37231; in the data active = activation above about 19%;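 note: 0% = DMSO and 100% = reference agonist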
PMI act = phosphomannose isomerase (human) activation | 190,000 tested, 0.005% active | purified human PMI, coupled resazurin fluorescence, 20 min; active compounds read high; 1 = vehicle control, 0 substrate-free wells | activation factor at 20 µM | AID 1214;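 active = activation factor of 2 or more at 20 µM, relative to plate controls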
The depositor's hits bear a star; / = not tested or not shown. Random draw from the library; about 3.3% have a hit in one of these screens.

No.	Molecule	PMI act hi M6P	G6PDH counter	Diaph inh CS	PPARg SRC-2 ag	Diaphorase act	ROMK mod
1	CCCCn1c(N)c(N(CCOC)C(=O)CN2c3ccccc3CC2C)c(=O)[nH]c1=O (stereo not given)	1.2	5	7	2	0.9	0.17
2	O=c1[nH]c(=O)n(Cc2ccco2)c2c1C(C(F)(F)F)(C(F)(F)F)N=C(Cc1ccccc1)N2	0.9	4	15	5	0.9	/
3	COc1ccc(S(=O)(=O)Nc2cc(C)c(O)cc2C(C)C)cc1	0.9	14	23	17	0.8	-1.9
4	COc1ccccc1-c1cc(C(=O)NC(C)c2ccccc2)no1 (stereo not given)	1	-1	20	-1	0.8	/
5	COc1ccc2c(c1)-c1nc(/N=C/c3c(O)ccc4ccccc34)sc1CC2	0.2	38	50	1	0.5	/
6	N#Cc1ccc(-c2ccc(F)cc2)nc1Sc1ccccc1	1	0	5	3	1	-0.25
7	Cc1nc2cc(NC(=O)N3CCC(c4ccccc4)C3)ccc2n1C (stereo not given)	1	1	7	-1	0.9	/
8	C/C(=N\OCC(=O)Nc1c(C)cc(C)cc1C)c1ccc2c(c1)OCCO2	1	-26	20	-6	0.8	-0.78
9	COc1ccc(CCC(=O)NCc2ccco2)cc1	1	5	20	-6	0.8	/
10	Cc1nc(SCC(=O)NC(C)(C#N)C2CC2)c2c(-c3cccs3)csc2n1 (stereo not given)	0.9	-1	18	4	0.8	-1.3

No.	PPARg SRC3 recr	TR-FRET SRC-2 ct	S1P3 antag	PPARg SRC1 recr	PMI act
1	2	1594	-17	3	1.3
2	-12	1533	/	-2	0.9
3	-6	1481	25	-1	1
4	1	1655	28	3	1
5	5	1532	-19	0	0.2
6	8	1502	/	6	1
7	5	1626	12	0	1
8	-3	1509	-21	-7	0.9
9	9	1419	15	2	0.9
10	-2	1527	6	-2	1

Next part; the last 3 above are carried over.
No.	Molecule	PMI act hi M6P	G6PDH counter	Diaph inh CS	PPARg SRC-2 ag	Diaphorase act	ROMK mod
8	C/C(=N\OCC(=O)Nc1c(C)cc(C)cc1C)c1ccc2c(c1)OCCO2	1	-26	20	-6	0.8	-0.78
9	COc1ccc(CCC(=O)NCc2ccco2)cc1	1	5	20	-6	0.8	/
10	Cc1nc(SCC(=O)NC(C)(C#N)C2CC2)c2c(-c3cccs3)csc2n1 (stereo not given)	0.9	-1	18	4	0.8	-1.3
11	CCc1ccc(CN(C)CC(=O)Nc2ccc3c(c2)CCC3)cc1	0.9	-4	9	7	0.9	-1.7
12	Cc1nn(CCc2nn[nH]n2)c2nc(C(F)(F)F)cc(C(F)(F)F)c12	1	5	6	-2	0.9	1.3
13	O=C(C1CCN(S(=O)(=O)c2cccc3nsnc23)CC1)N1CCc2ccccc21	0.8	4	25	6	0.7	/
14	COCCNc1ccnc2c(Cl)cccc12	1	1	18	4	0.8	-0.14
15	COCCNC(=O)c1ccccc1NC(=O)c1ccccc1N(C)S(=O)(=O)c1ccc(C)cc1	1	-2	10	4	0.9	0.59
16	Cc1ccc(N2C(=O)[C@@H]3[C@H](C2=O)C2c4ccccc4C=NN2[C@@H]3C(=O)c2ccc(Cl)cc2)cc1 (stereo not given in full)	0.9	3	23	11	0.8	/
17	COc1ccc(N/C(C)=C/C(=O)c2ccccc2)cc1	0.9	2	14	3	0.9	-1
18	CCOc1ccc(C2=NNC(c3cccs3)=Nc3ccc(OC)cc32)cc1	0.8	4	24	5	0.8	/
19	O=C(C1CCCN(S(=O)(=O)c2cccs2)C1)N1CCc2ccccc2C1 (stereo not given)	0.8	1	20	9	0.8	/
20	C=CCC1(N(C(C)=O)c2ccccc2)CCCCC1	1	16	-2	0	1	-0.71

No.	PPARg SRC3 recr	TR-FRET SRC-2 ct	S1P3 antag	PPARg SRC1 recr	PMI act
8	-3	1509	-21	-7	0.9
9	9	1419	15	2	0.9
10	-2	1527	6	-2	1
11	1	1598	-5	1	1
12	-8	1293	-23	3	1
13	0	1555	4	4	0.9
14	-1	1685	-14	5	1.1
15	-2	1735	/	4	0.9
16	7	1587	1	7	0.9
17	2	1656	0	0	0.9
18	0	1524	/	-4	0.8
19	-7	1438	0	7	0.8
20	-2	1414	-15	-6	1

The listing continues.
No.	Molecule	PMI act hi M6P	G6PDH counter	Diaph inh CS	PPARg SRC-2 ag	Diaphorase act	ROMK mod
21	CC(C)OCCCNS(=O)(=O)c1ccc2c(c1)oc(=O)n2C	0.9	9	-8	8	1.1	/
22	CC1=C(C(=O)N2CCOCC2)C(c2ccc(-c3ccccc3)cc2)NC(=S)N1 (stereo not given)	1	5	9	0	0.9	0.39
23	COc1ccc(CNc2ccc3c(c2)CCC3)cc1OC	1.3	0	16	6	0.8	0.31
24	O=C(Cn1nc(C(F)(F)F)c2c1CCCC2)Nc1ccc2c(c1)OCO2	0.8	3	22	3	0.8	/
25	Cc1ccc(-c2nn(C)c(=O)c3ccccc23)cc1S(=O)(=O)NCCN1CCOCC1	1.1	-21	11	0	0.9	-0.23
26	Cc1ccc(C(C)C)c(OCC(=O)Nn2c(=O)[nH]c3ccccc3c2=O)c1	0.9	6	19	-9	0.8	/
27	COc1cc(/C=N/NC(=O)Cn2ccc(C(F)(F)F)n2)cc(OC)c1OC	1	4	5	-2	0.9	-0.007
28	Cc1cccc(N2CCN(c3nc4nonc4nc3N3CCSCC3)CC2)n1	0.9	6	21	11	0.8	/
29	CCOc1cccc2cc(-c3nnc(NCc4ccc5c(c4)OCO5)s3)c(=O)oc12	0.8	-29	2	-4	1	/
30	CC(=O)c1c(C)[nH]c(C(=O)OCC(=O)Nc2cccc(S(=O)(=O)N(C)C)c2)c1C	0.9	-2	0	0	1	0.23

No.	PPARg SRC3 recr	TR-FRET SRC-2 ct	S1P3 antag	PPARg SRC1 recr	PMI act
21	8	1820	-35	0	1
22	5	1451	-12	6	1.1
23	-7	1425	/	1	1.1
24	-1	1578	9	-3	0.8
25	1	1588	9	-1	1
26	0	1430	-8	-4	0.9
27	-2	1477	-8	-1	1
28	6	1791	-3	10	0.9
29	-2	1524	-1	-1	0.8
30	-3	1525	0	-4	1

Pulled one by one from the list above (2):
No.	Molecule	PMI act hi M6P	G6PDH counter	Diaph inh CS	PPARg SRC-2 ag	Diaphorase act	ROMK mod
21	CC(C)OCCCNS(=O)(=O)c1ccc2c(c1)oc(=O)n2C	0.9	9	-8	8	1.1	/
23	COc1ccc(CNc2ccc3c(c2)CCC3)cc1OC	1.3	0	16	6	0.8	0.31

No.	PPARg SRC3 recr	TR-FRET SRC-2 ct	S1P3 antag	PPARg SRC1 recr	PMI act
21	8	1820	-35	0	1
23	-7	1425	/	1	1.1

(continued)
No.	Molecule	PMI act hi M6P	G6PDH counter	Diaph inh CS	PPARg SRC-2 ag	Diaphorase act	ROMK mod
31	CCOc1cc(C(=O)Nc2c(C)ccc3nsnc23)cc(OCC)c1OCC	1	6	0	0	1	0.074
32	Fc1ccccc1N1CCN(Cc2nc(-c3ccc(Cl)cc3Cl)no2)CC1	0.9	-1	17	8	0.8	/
33	Cc1ccccc1NC(=O)COC(=O)CCc1ccccc1	1	2	26	2	0.7	-0.31
34	O=C1C2CC=CCC2C(=O)N1c1ccc(N2CCN(c3ccccn3)CC2)c([N+](=O)[O-])c1 (stereo not given)	1	1	8	-4	0.9	-0.75
35	CCCCn1c(SCC(=O)Nc2nnc(C)s2)nnc1-c1ccoc1C	1	-2	15	1	0.8	0.038
36	Cc1nc2c(c(=O)n1Cc1ccccc1Cl)c1nc3ccccc3nc1n2Cc1ccco1	1.2	7	15	/	0.8	/
37	CC/C(Cc1ccccc1)=N\NC(=O)c1cc([N+](=O)[O-])cc([N+](=O)[O-])c1	0.9	0	14	-3	0.9	-0.016
38	OCCNc1cc(-n2nc(-c3ccccc3)cc2-c2ccccc2)ncn1	0.9	1	29	5	0.7	/
39	Nc1cc(=O)[nH]c(=O)n1Cc1ccccc1	1	9	6	7	0.9	-0.036
40	CCOc1ccc(C(C)NC(=O)Nc2ccccc2C(=O)OC)cc1 (stereo not given)	1	2	12	8	0.9	0.45

No.	PPARg SRC3 recr	TR-FRET SRC-2 ct	S1P3 antag	PPARg SRC1 recr	PMI act
31	6	1688	/	2	1
32	-2	1491	-15	1	0.9
33	4	1682	-13	0	1.1
34	-1	1642	10	7	1.1
35	0	1579	-15	-2	0.9
36	/	/	-1	/	1.1
37	4	1603	1	3	1
38	6	1728	-2	7	0.9
39	3	1539	-23	1	1
40	-3	1488	/	4	0.9

(next part)
No.	Molecule	PMI act hi M6P	G6PDH counter	Diaph inh CS	PPARg SRC-2 ag	Diaphorase act	ROMK mod
41	CCN(Cc1cc2ccccc2[nH]c1=O)C(=O)C1CCCCC1	1	3	7	-3	0.9	1
42	CCNS(=O)(=O)c1ccc(S(=O)(=O)N(Cc2ccccn2)C2CCCCC2)cc1	0.9	-1	23	-1	0.8	/
43	CCn1ncc(C2=NOC(C(=O)Nc3c(C)nn(Cc4ccc(F)cc4)c3C)C2)c1C (stereo not given)	1	-4	14	11	0.9	/
44	CCOc1c(Cl)cc(CNc2ccc(N3CCCC3)cc2)cc1OC	0.2	12	74*	-1	0.3	0.37
45	Cc1ccc(NC(=S)N/N=C/c2ccc(Cl)c([N+](=O)[O-])c2)cc1	1.4	-1	3	2	1	-0.21
46	CC1(C)N=C(N)N=C(N)N1c1ccccc1	1.1	3	-3	2	1	/
47	COc1cccc(C(=O)C2CCCN(Cc3cn[nH]c3C3CCCCC3)C2)c1 (stereo not given)	0.9	12	15	1	0.9	0.52
48	C[C@@]12CC(=O)NC1N(C(=O)c1cccc(C(F)(F)F)c1)C(c1ccccc1OC(=O)c1cccc(C(F)(F)F)c1)C2 (stereo not given in full)	0.9	5	11	19	0.9	-2
49	CCOC(=O)c1c(NC(=O)CSc2c[nH]c3ccccc23)sc2c1CCC2	0.8	10	32	-1	0.7	-0.58
50	CCC(c1nnnn1C1CCCC1)N1CCN(c2ccccc2)CC1 (stereo not given)	0.9	-11	14	7	0.9	/
51	COc1ccc(NC(=O)CSc2nc3ccccc3c(=O)n2Cc2cccs2)c(OC)c1	1	1	15	3	0.8	0.37
52	O=C(CNC(=O)c1ccco1)OCC(=O)c1ccccc1	1.1	23	1	0	1	/

No.	PPARg SRC3 recr	TR-FRET SRC-2 ct	S1P3 antag	PPARg SRC1 recr	PMI act
41	7	1388	-24	1	0.9
42	11	1552	16	4	0.9
43	13	1820	-10	8	1
44	8	1594	-3	10	0.1
45	2	1653	/	3	1.3
46	10	1556	/	5	1.1
47	-1	1399	-12	6	0.9
48	5	1521	/	-3	0.9
49	1	1481	5	5	0.8
50	5	1509	11	0	0.9
51	-2	1660	3	0	0.9
52	6	1635	-26	3	1.1

Bioassay records deposited in PubChem BioAssay by several laboratories.
